High-throughput results (PubChem BioAssay)
TRHR ag = qHTS for Small Molecule Agonists and Allosteric Enhancers of Human TRH Receptor: Primary Screen for Agonists; actives 0.18% (n = 360,000); Thyrotropin-releasing hormone receptor (Homo sapiens), P34981; AID 493084, 2011; activation, % at 2 µM; TRHR cells, calcium flux fluo-8, FDSS agonist mode; in the data active = activation above about 30%; also: 0% is about no effect
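Steps: seed TRHR cells overnight; add fluo-8 no-wash Ca dye, RT 30 min–1.5 h; record 10 s baseline; pin-transfer compounds; monitor fluorescence 1 cycle/s for the agonist window. Calcium increases flag candidate agonists.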
D2 antagonist = HTS Assay for Allosteric Antagonists of the Human D2 Dopamine Receptor: Primary Screen for Antagonists; D(2) dopamine receptor (Homo sapiens), P14416; HEK293 TREx D2 cells, calcium flux, dopamine EC80; inhibition, % at 10 µM; actives 2% (n = 340,000); in the data active = inhibition above about 30%; also: 0% is about no effect
Target sequence (P14416 whole entry, looked up): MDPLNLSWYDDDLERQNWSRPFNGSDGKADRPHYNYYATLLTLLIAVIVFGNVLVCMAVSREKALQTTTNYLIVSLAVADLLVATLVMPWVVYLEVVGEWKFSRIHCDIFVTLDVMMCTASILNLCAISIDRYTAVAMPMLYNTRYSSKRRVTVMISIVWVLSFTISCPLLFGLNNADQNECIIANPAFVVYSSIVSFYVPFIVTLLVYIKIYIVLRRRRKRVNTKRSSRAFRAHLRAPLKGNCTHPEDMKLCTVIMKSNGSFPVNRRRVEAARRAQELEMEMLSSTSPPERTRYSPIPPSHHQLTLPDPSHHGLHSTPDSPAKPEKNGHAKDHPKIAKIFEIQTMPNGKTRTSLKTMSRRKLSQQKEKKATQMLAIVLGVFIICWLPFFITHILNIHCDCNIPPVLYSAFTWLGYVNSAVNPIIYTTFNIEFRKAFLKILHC
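HEK293 T-REx D2 cells, tet-induced, calcium dye no-wash. Cpd pintool add, 180 s kinetic, then EC80 DA, 180 s kinetic. Ca flux read.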
PI4K2A inh = qHTS for small molecular inhibitors of PI4K2A; Phosphatidylinositol 4-kinase type 2-alpha (Homo sapiens), Q9BTU6; purified PI4K2A, ADP-Glo luminescence, 1 h; stronger effect = lower value; activity change, negative = inhibition, % at 76.9 µM; actives 0.13% (n = 420,000); AID 1346378, 2018; in the data active = activity change below about -50%; inconclusive = mostly about -30% to -49%;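 also: -100% = wells without enzyme as full effect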
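Compounds are screened against recombinant PI4K2A using PI as substrate and ATP, the latter dispensed at 300 microM. Reactions run one hour at ambient temperature before ADP-Glo detection; full inhibition defined by wells lacking enzyme.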
IDH1 R132H inh = qHTS for Inhibitors of mutant isocitrate dehydrogenase 1 (IDH1): qHTS; Isocitrate dehydrogenase [NADP] cytoplasmic (Homo sapiens), O75874; IDH1-R132H enzyme, NADPH consumption, diaphorase/resazurin fluorescence; AID 602179, 2012; actives 0.093% (n = 390,000); Potency, µM (titrated, usually from 76.6 µM), for inactives: at the highest dose activity change, negative = inhibition, actives largely listed as inhibitors; also: potency is read from the fitted curve at half-maximal effect; % is scaled to controls: 0 for no effect and ±100 for the full control effect; nearly all actives have a fitted effect of over 65% in size
Target sequence (O75874 whole entry R132H, stated change not applied): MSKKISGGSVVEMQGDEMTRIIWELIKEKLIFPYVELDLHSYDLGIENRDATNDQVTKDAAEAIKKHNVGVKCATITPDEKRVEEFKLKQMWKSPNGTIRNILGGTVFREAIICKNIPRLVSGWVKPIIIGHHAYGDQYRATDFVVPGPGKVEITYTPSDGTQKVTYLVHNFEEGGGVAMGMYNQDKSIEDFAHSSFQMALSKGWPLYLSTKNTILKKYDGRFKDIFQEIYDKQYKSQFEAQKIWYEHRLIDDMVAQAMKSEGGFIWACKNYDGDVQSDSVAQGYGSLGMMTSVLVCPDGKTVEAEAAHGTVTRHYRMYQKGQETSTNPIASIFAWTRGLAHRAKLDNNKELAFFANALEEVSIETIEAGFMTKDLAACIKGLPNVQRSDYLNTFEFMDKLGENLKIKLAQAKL
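IDH1-R132H (0.5 ug/mL) preincubated 30 min with compound, then NADPH (0.016 mM) and alpha-KG (2 mM) added; 80 min at RT, pH 7.5. Remaining NADPH coupled via diaphorase/resazurin to fluorescence (540/590 nm); concentration-response curves normalized to no-enzyme control.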
TrxR1 substrate = qHTS Assay for Substrates of Mammalian Selenoprotein Thioredoxin Reductase 1 (TrxR1): qHTS; actives 0.01% (n = 390,000); Potency, µM (titrated, usually from 114 µM), inactives show top-dose activity change, negative = substrate turnover; purified TrxR1 substrate turnover, NADPH consumption readout; also: potency is read from the fitted curve at half-maximal effect; % is scaled to controls: 0 for no effect and ±100 for the full control effect; nearly all actives have a fitted effect of over 50% in size
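Rat TrxR1, dispensed at 90 nM, was prereduced with 400 uM NADPH (final) for 5 min at ~22 deg C, then incubated with compound 15 min before 400 uM selenite. A first-read NADPH fluorescence drop versus no-compound background flagged substrates.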
TRHR PAM = qHTS for Small Molecule Agonists and Allosteric Enhancers of Human TRH Receptor: Primary Screen for Enhancers; enhancement, % at 2 µM; TRHR cells, fluo-8 calcium fluorescence, EC20 TRH enhancement; actives 0.66% (n = 360,000); in the data active = enhancement above about 30%; also: 0% is about no effect
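Enhancer read-out: after compound pinning and an initial kinetic agonist-mode read, an EC20 of TRH (10 nM final) was injected and fluo-8 calcium signal (Ex 480/Em 530) followed at 1 s/cycle for 100 cycles in TRHR-expressing cells.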
TrxR1 inh = qHTS Assay for Inhibitors of Mammalian Selenoprotein Thioredoxin Reductase 1 (TrxR1): qHTS; Thioredoxin reductase 1, cytoplasmic (Rattus norvegicus), O89049; recombinant rTrxR1, NADPH fluorescence consumption, selenite substrate; Potency, µM (top dose mostly 114 µM), for inactives: at the highest dose activity change, negative = inhibition, most hits filed as inhibitors; actives 1% (n = 390,000); AID 588453, 2011; also: potency is read from the fitted curve at half-maximal effect; % is scaled to controls: 0 for no effect and ±100 for the full control effect; nearly all actives have a fitted effect of over 65% in size
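Rat TrxR1 (90 nM in the dispensed reagent) was pre-reduced with 400 uM NADPH for 5 min at room temperature, then incubated with compound for 15 min. After 400 uM selenite was added, NADPH fluorescence (Ex 340/Em 450 nm) was followed for 8 min.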
D2 agonist = HTS Assay for Allosteric Agonists of the Human D2 Dopamine Receptor: Primary Screen for Agonists. D(2) dopamine receptor (Homo sapiens), P14416. HEK293 T-REx D2 cells, calcium flux agonist mode. activation, % at 2 µM. actives 0.53% (n = 340,000);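 active = activation over 3 SD above normal in the single-dose calcium agonist read, cut at about 30% in these data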; also: 0% is about no effect
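Agonism scored from kinetic calcium signal (1 read/sec, 180 s) following compound pin transfer, after a 10 s baseline. Cells: HEK293 Trex line expressing inducible D2 receptor coupled to calcium, dye-loaded after overnight culture at 30 C.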
USP1-UAF1 inh = Inhibitors of USP1/UAF1: Primary Screen; recombinant USP1/UAF1, Ub-Rhodamine cleavage fluorescence; Ubiquitin carboxyl-terminal hydrolase 1 (Homo sapiens), O94782; Potency, µM (titrated, usually from 57.1 µM), inactives show at the highest dose activity change, negative = inhibition, most hits filed as inhibitors; actives 0.23% (n = 390,000); also: potency is read from the fitted curve at half-maximal effect; % is scaled to controls: 0 for no effect and ±100 for the full control effect; nearly all actives have a fitted effect of over 60% in size; inactives centre near -12
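Step one: compound is pinned into 1nM USP1/UAF1 in HEPES pH 7.8 buffer with TCEP. Step two: 15 min room-temperature incubation. Step three: Ub-Rho (150nM final) starts cleavage, tracked by fluorescence over six one-minute reads.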
Numbers without * were called inactive; ? = inconclusive; · = no result given; [ ] = remark or other dose. Unless noted, calls follow the shape of the dose curve; as a rule, active = well fitted inhibition curve with a large enough effect; inconclusive = small, poorly fitted or top-dose-only effect; inactive = no such curve, though single readings can be large or run the other way.

SMILES	TRHR ag	D2 antagonist	PI4K2A inh	IDH1 R132H inh	TrxR1 substrate	TRHR PAM	TrxR1 inh	D2 agonist	USP1-UAF1 inh
CCOC(=O)C1=C(COC(=O)c2cc(S(=O)(=O)N3CCOCC3)ccc2F)NC(=O)NC1C (configuration not stated)	·	·	2	1%	3%	·	13%	·	-6%
CCCn1c(=O)c(C(=O)NC(C)c2ccccc2)c(O)c2ccccc21 (configuration not stated)	0.2	-4	1	-4%	-9%[57.1 µM]	7	-1%[57.1 µM]	-1.6	-3%
Cc1ccn2c(=O)nc(SCC(=O)N3CCC(C)CC3)nc2c1	1.5	1	0	2%	-16%	3	-23%	0.2	-10%
CN(C)S(=O)(=O)c1ccc(C(=O)N2CCN(S(=O)(=O)c3ccc4c(c3)OCCO4)CC2)cc1	·	·	-2	1%	-4%	·	4%	·	-16%
O=C(O)CCCn1cc(NC(=O)COc2ccccc2)cn1	0.3	5	-4	0%	6%	0	34%	0.4	-4%
Cc1ccc(C(=O)NC(NC(=O)c2ccc(C)cc2)c2cccc([N+](=O)[O-])c2)cc1	-0.3	29	-7	-1%	3%	-4	22%	-1.0	-6%
Cc1nnc(SCC(=O)Nc2nonc2C)s1	1.6	4	-1	-3%	-1%	-5	-1%	1.9	-13%
CCOC(=O)C(C(C)=O)C(c1ccc(OC)cc1)C(C(C)=O)C(=O)OCC (configuration not stated)	-0.1	14	-9	5%	8%[57.1 µM]	0	11%[57.1 µM]	1.6	-11%
O=C(c1cc(Cl)nc2ccccc12)N1CCN(Cc2ccc3c(c2)OCO3)CC1	0.0	·	3	1%	7%	0	-2%	·	-7%
CCOC(=O)C1Oc2ccccc2C(c2ccoc2)=C1C(=O)OC (configuration not stated)	·	·	1	12%	-1%	·	?	·	?
COc1ccc(NC(=O)C2CCCN(S(=O)(=O)c3ccc(C)cc3)C2)cc1OC (configuration not stated)	0.2	-25	3	5%	22%	-2	34%	0.6	?
O=C(NCCc1csc(-c2cccnc2)n1)c1ccc(Br)o1	-0.8	-8	-16	9%	-2%[57.1 µM]	-4	?	-1.3	-16%
CCN(CC)CCN1C(=O)C(=O)/C(=C(/O)c2ccc(F)cc2)C1c1ccncc1 (configuration not stated)	0.1	0	-1	-2%	-10%[57.1 µM]	5	4%[57.1 µM]	1.2	-25%
COc1ccc(CNC(=O)c2cc3ccccn3n2)cc1OC	-0.4	·	-7	0%	-2%[57.1 µM]	-1	3%[57.1 µM]	-0.6	?
CCOc1ccc(C2Sc3ccccc3NC3=C2C(=O)OC3)cc1 (configuration not stated)	0.5	-20	1	1%	-17%	-1	-11%	-0.4	-7%
Cc1cc(C(=O)Nc2cccnc2)on1	0.3	4	-1	-4%	6%	13	13%	0.0	-17%
CC1C2C(C)N(C)C(=O)N(C)C2N(C)C(=O)N1C (configuration not stated)	1.5	·	1	-4%	-3%	-3	7%	·	?
CC1CCN(C(=O)CCc2nnc3ccc(NCc4ccco4)nn23)CC1	0.2	8	-8	-1%	6%	12	-29%	1.1	1%
COc1cccc(C2CC(=O)Nc3c2c(=O)n(C)c2nc4ccccc4n32)c1OC (configuration not stated)	0.3	·	-9	-10%	9%	-4	-1%	0.0	-21%
CCCC(C(=O)c1ccccc1)n1cncn1 (configuration not stated)	-0.5	-16	-1	4%	-5%	-2	2%	0.1	-10%
CCN(CC)CCn1c2c(c(SCC(=O)Nc3ccc(C(C)C)cc3)nc1=O)CCC2	2.2	14	0	0%	4%[57.1 µM]	-6	11%[57.1 µM]	-0.5	-22%
Cc1ccc(-c2csc(NC(=O)C3CC(=O)N(Cc4ccco4)C3)n2)cc1 (configuration not stated)	-1.2	-6	7	0%	5%[11.4 µM]	0	24%[11.4 µM]	-0.8	-22%
Clc1cnc(N/N=C/c2cccs2)c(Cl)c1	0.6	5	-8	3%	3%	-1	6%	0.5	-23%
CCOC(=O)N1CCN(C(=O)c2cn(C)c3ccc(S(=O)(=O)N4CCC(C)CC4)cc3c2=O)CC1	-0.3	7	-1	-6%	-1%	4	1%	-0.2	-4%
Cc1ccc(SCCC(=O)NC(C(C)C)C(C)C)cc1	-0.8	-7	-5	-3%	0%	1	20%	0.0	-25%
COC(=O)c1ccc(OCCCCN(C)Cc2ccccc2)cc1	0.3	-14	-1	11%	2%	0	11%[11.4 µM]	-1.1	-8%
C=CS(=O)c1sc(Cl)c(N2CCOCC2)c1[N+](=O)[O-] (configuration not stated)	2.3	-1	24	-14%	2%[57.1 µM]	-4	?	2.7	?
Cc1ccc(N2C(=S)SC3CS(=O)(=O)CC32)cc1 (configuration not stated)	-0.1	-12	-1	17%	-2%[57.1 µM]	-2	3%[57.1 µM]	0.6	-15%
Cc1cc(C)c(C#N)c(SCC(=O)CC(=O)OC(C)C)n1	0.0	3	2	6%	20%[57.1 µM]	6	7%[57.1 µM]	1.4	-5%
CCOC(=O)C1CCN(c2nc3ccccc3nc2C(C#N)C(=O)NCCc2ccccc2)CC1 (configuration not stated)	3.4	16	·	·	·	-9	·	4.1	·
O=C(O)CSc1cccc[n+]1[O-]	0.3	-21	-4	0%	-3%	-7	6%	0.8	3%
Cc1cccc(-n2c(CNC(=O)c3ccc(S(=O)(=O)N(C)C)cc3)nnc2SCC(=O)Nc2ccc(F)cc2)c1	1.5	-4	2	4%	2%	0	3%	-0.4	-16%
COC(=O)CSc1nnc([C@H](CC(C)C)NC(=O)OC(C)(C)C)o1	0.2	-10	2	3%	1%	4	10%	0.1	-2%
Cc1ccc(-c2cc(C(=O)O)n[nH]2)s1	0.4	19	-7	4%	4%	0	6%[57.1 µM]	-0.4	3%
O=C(N/N=C/c1ccc(O)cc1)c1ccc(COc2cc(Cl)ccc2Cl)o1	-0.4	5	11	1%	23%[57.1 µM]	-6	3%[57.1 µM]	0.3	-2%
COc1ccc([C@@H]2[C@@H]3C(=O)N(C(C)(C)C)C(=O)[C@@H]3[C@]3(Cc4ccc(Cl)cc4)C(=O)N(c4cccc(F)c4)C(=O)N23)cc1	1.2	-7	0	2%	-7%[57.1 µM]	-5	14%	1.2	-30%
Cc1ccc(C(=O)N2CCCC(N3CCN(c4cccc(C(F)(F)F)c4)CC3)C2)s1 (configuration not stated)	1.2	-4	8	-1%	-4%	-1	6%	0.9	?
Cc1cc(NC(=O)CCCSc2nc(-c3ccco3)cc(C(F)(F)F)n2)no1	0.4	-4	-7	-2%	3%[57.1 µM]	3	-10%	-0.2	4%
COc1ccc(/C=C(/NC(=O)c2ccccc2)C(=O)N2CCCCC2)cc1OC	-0.7	3	5	-2%	7%	25	27%	-2.7	-23%

Grouped by structure: the compounds so far containing an aryl thioether with sulfur outside any ring
SMILES	TRHR ag	D2 antagonist	PI4K2A inh	IDH1 R132H inh	TrxR1 substrate	TRHR PAM	TrxR1 inh	D2 agonist	USP1-UAF1 inh
Cc1ccn2c(=O)nc(SCC(=O)N3CCC(C)CC3)nc2c1	1.5	1	0	2%	-16%	3	-23%	0.2	-10%
Cc1nnc(SCC(=O)Nc2nonc2C)s1	1.6	4	-1	-3%	-1%	-5	-1%	1.9	-13%
CCN(CC)CCn1c2c(c(SCC(=O)Nc3ccc(C(C)C)cc3)nc1=O)CCC2	2.2	14	0	0%	4%[57.1 µM]	-6	11%[57.1 µM]	-0.5	-22%
Cc1ccc(SCCC(=O)NC(C(C)C)C(C)C)cc1	-0.8	-7	-5	-3%	0%	1	20%	0.0	-25%
Cc1cc(C)c(C#N)c(SCC(=O)CC(=O)OC(C)C)n1	0.0	3	2	6%	20%[57.1 µM]	6	7%[57.1 µM]	1.4	-5%
O=C(O)CSc1cccc[n+]1[O-]	0.3	-21	-4	0%	-3%	-7	6%	0.8	3%
Cc1cccc(-n2c(CNC(=O)c3ccc(S(=O)(=O)N(C)C)cc3)nnc2SCC(=O)Nc2ccc(F)cc2)c1	1.5	-4	2	4%	2%	0	3%	-0.4	-16%
COC(=O)CSc1nnc([C@H](CC(C)C)NC(=O)OC(C)(C)C)o1	0.2	-10	2	3%	1%	4	10%	0.1	-2%
Cc1cc(NC(=O)CCCSc2nc(-c3ccco3)cc(C(F)(F)F)n2)no1	0.4	-4	-7	-2%	3%[57.1 µM]	3	-10%	-0.2	4%

Part of the list above with just PI4K2A inh, D2 antagonist and TrxR1 inh.
molecule | PI4K2A inh | D2 antagonist | TrxR1 inh
Cc1ccc(C(=O)N2CCCC(N3CCN(c4cccc(C(F)(F)F)c4)CC3)C2)s1 (configuration not stated) | 8 | -4 | 6%
Cc1cc(NC(=O)CCCSc2nc(-c3ccco3)cc(C(F)(F)F)n2)no1 | -7 | -4 | -10%
